Source: PubChem
GRK2 inh = blocks RNA aptamer binding to human GRK2. P25098. bead flow cytometry, FAM-aptamer displacement from GRK2. inhibition of aptamer binding, % at 10 µM. 330,000 tested, 0.59% active;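 active = inhibition of aptamer binding above 40%, roughly 3 SD of noise, on plates passing a quality check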;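 note: median bead fluorescence of bound FAM aptamer so fluorescent compounds give negative values; no value below 0 was filed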
Target sequence (P25098 whole entry, looked up): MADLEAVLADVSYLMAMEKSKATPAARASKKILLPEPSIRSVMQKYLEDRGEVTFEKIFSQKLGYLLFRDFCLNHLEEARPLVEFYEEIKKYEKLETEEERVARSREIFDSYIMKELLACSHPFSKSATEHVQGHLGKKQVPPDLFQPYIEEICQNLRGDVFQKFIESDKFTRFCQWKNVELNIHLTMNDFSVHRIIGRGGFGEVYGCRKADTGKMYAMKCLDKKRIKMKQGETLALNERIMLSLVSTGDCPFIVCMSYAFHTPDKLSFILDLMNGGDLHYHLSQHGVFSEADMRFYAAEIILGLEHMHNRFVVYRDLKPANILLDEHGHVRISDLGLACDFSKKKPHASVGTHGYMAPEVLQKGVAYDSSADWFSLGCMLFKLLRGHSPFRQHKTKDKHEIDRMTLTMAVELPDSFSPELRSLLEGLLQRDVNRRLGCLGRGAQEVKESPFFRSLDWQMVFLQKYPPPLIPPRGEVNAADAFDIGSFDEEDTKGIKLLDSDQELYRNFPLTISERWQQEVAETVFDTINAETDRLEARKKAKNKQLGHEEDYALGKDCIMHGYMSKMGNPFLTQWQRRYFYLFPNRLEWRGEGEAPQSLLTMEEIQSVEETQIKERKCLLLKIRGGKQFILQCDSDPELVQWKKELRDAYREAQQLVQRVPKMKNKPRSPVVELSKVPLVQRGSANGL
proCasp3 act = activates human procaspase-3. P42574. recombinant procaspase-3 D3A, Ac-DEVD-pNA absorbance 405 nm. activation, % at 8.5 µM. 330,000 tested, 0.11% active;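 active = activation above the mean of all tested compounds plus 3 SD, cut at about 21% in these data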;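 note: 0% = DMSO alone and 100% = DMSO wells spiked with extra 5 µM PC-3 D3A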
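Evaluation: percent activation relative to control range; Material: Procaspase-3 D3A mutant, all three cleavage aspartates alanine; Compound: single dose, 8.5 µM nominal compound, 0.8% DMSO; Replication: one well per compound; Signal: absorbance at 405 nm, 0 and 120 min; Schedule: 1 h preincubation plus 2 h reaction at 25 °C.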
procasp7 counter = counter-screen for procaspase-3 activators: activators of human procaspase-7. 330,000 tested, 0.093% active. recombinant procaspase-7, Ac-DEVD-pNA absorbance 405 nm; D23A/D198A/D206A triple mutant, cannot self-cleave; scale: DMSO 0, 5 µM enzyme 100. P55210. activation, % at 8.5 µM;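 active = percent activation above the screen-wide mean plus 3 SD, cut at about 25% in these data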
Target sequence (P55210 whole entry D23A/D198A/D206A): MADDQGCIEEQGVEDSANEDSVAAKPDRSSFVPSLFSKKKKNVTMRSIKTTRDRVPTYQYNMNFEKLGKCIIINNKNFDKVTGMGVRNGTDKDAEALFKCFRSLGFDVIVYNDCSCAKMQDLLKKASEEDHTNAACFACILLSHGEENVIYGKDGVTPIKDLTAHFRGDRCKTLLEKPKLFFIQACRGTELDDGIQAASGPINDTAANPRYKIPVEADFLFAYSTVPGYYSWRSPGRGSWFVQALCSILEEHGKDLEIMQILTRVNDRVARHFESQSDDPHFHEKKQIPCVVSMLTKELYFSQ
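Assay system: Uncleavable procaspase-7 mutant enzyme / Input: 2 µM procaspase-7 mutant as dispensed / Dosing: single nominal 8.5 µM compound dose, 0.8% DMSO final / Timing: 1 h enzyme–compound preincubation and 2 h substrate reaction, both 25 °C / Detection: p-Nitroaniline absorbance at 405 nm, read at 0 and 120 min / Replication: singlicate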
PP1 counter = blocks human PP1-alpha phosphatase, a PP5 counter-screen | purified PP1alpha, OMFP fluorescence | inhibition, % at 6.7 µM | AID 2235 | 320,000 tested, 0.9% active;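 active = inhibition above the mean inhibition of all tested compounds plus 3 SD, computed separately for each screening campaign, cut at about 15% in these data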
CTSL1 counter = counter-screen for PFM18AAP inhibitors: inhibitors of F. hepatica cathepsin L1; inhibition, % at 5.96 µM; 300,000 tested, 0.49% active; recombinant F. hepatica cathepsin L1, Z-Leu-Arg-MCA fluorescence;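 active = inhibition above the mean of all tested compounds plus 3 SD, set per screening campaign, cut at about 17% in these data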;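 note: 0% = plate median of test compound wells and 100% = 1 µM Z-Phe-Ala-diazomethylketone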
PP5 inh = PP5 (human) phosphatase inhibition; P53041; purified PP5c, OMFP substrate fluorescence; inhibition, % at 6.7 µM; 320,000 tested, 0.18% active;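 active = inhibition above the campaign's mean inhibition across all tested compounds plus 3 SD, cut at about 9.5% in these data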;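 note: 0% = DMSO only and 100% = 100 µM cantharidin control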
GASC-1 inh = inhibitors of human GASC-1 (JMJD2C) demethylase; GST-JMJD2C(1-420) H3K9me3 demethylation, DELFIA europium; 330,000 tested, 0.069% active; inhibition, % at 2.35 µM; Q9H3R0;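 active = more than half of a compound's replicate wells show inhibition beyond 50%, single wells judged on their own value; inconclusive = some, but no more than half, of replicates pass 50% inhibition; inactive = no replicate passes 50% inhibition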;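 note: signal counts dimethyl H3K9 product captured on neutravidin plate; 0% = median of DMSO wells and 100% = 0.3 times that DMSO median; strong numbers were not always called active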
core dimer inh = blocks dimerization of HCV core protein | 300,000 tested, 0.33% active | inhibition, % at 5 µM | TR-FRET GST/Flag-core106 dimerization, 1536-well | AID 1899;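 active = inhibition above the mean of all tested compounds plus 3 SD, set per screening campaign, cut at about 45% in these data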
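Assay system: tagged HCV core106 pair (GST and Flag); medium: KF-containing HEPES buffer, pH 7.45, DTT, CHAPS, BSA; also added: Eu donor and XL665 acceptor anti-tag antibodies; dosing: 5 µM single dose; timing: compound-protein-antibody incubation 4 h at 22.5 °C; signal: TR-FRET 671 and 617 nm emission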
VLA-4 inh = inhibition in a human VLA-4 binding assay; VLA-4 expressing cells, ligand binding flow cytometry; inhibition, % (about 7 µM as worked out from the volumes in the protocol); 330,000 tested, 0.2% active; in the data active = inhibition above about 50%
Numbers without * were called inactive. Compounds as they come. About 2.6% of those tested had a hit in this group.

For COc1ccc(C)cc1NC(=O)c1cc2ccccc2o1 the results were GRK2 inh 1, proCasp3 act -9, procasp7 counter 2, PP1 counter 1, CTSL1 counter 33*, PP5 inh 1.3, GASC-1 inh 0, core dimer inh -1 and VLA-4 inh 34.
COCCn1c(C)cc(C(=O)COC(=O)c2c(C)nn(Cc3ccccc3)c2C)c1C was read as GRK2 inh 0, proCasp3 act 2, procasp7 counter 7, PP1 counter -3, CTSL1 counter -1, PP5 inh -2.6, GASC-1 inh 6, core dimer inh 4 and VLA-4 inh -5.
`COc1ccccc1NC(=O)c1ccc(NC(=O)COC(=O)c2cccnc2Cl)cc1` gave GRK2 inh 0, proCasp3 act 1, procasp7 counter 12, GASC-1 inh 6 and VLA-4 inh 10.
COc1cc(/C=N/Nc2ccccn2)ccc1OCC(C)C was read as GRK2 inh 1, proCasp3 act -7, procasp7 counter -1, PP1 counter -1, CTSL1 counter 5, PP5 inh 2.4, GASC-1 inh -47, core dimer inh -3 and VLA-4 inh 11.
Cc1nc(C)c(-c2ccc(SCC(=O)Nc3ccc(C)c(Cl)c3)nn2)s1 was read as GRK2 inh 2, proCasp3 act -4, procasp7 counter -5, PP1 counter -4, CTSL1 counter 2, PP5 inh -2.5, GASC-1 inh -6, core dimer inh -30 and VLA-4 inh 10.
For CCOC(=O)C(C)(C)Sc1nc2c(cnn2-c2ccc(Cl)cc2)c(=O)[nH]1 the results were GRK2 inh 1, proCasp3 act -2, procasp7 counter -10, PP1 counter 4, CTSL1 counter -1, PP5 inh 6.6, GASC-1 inh 5, core dimer inh 15 and VLA-4 inh 6.
Screening CCCCOC(=O)C1CCCC(C(=O)OCCCC)N1 (configuration not stated) returned GRK2 inh 0, proCasp3 act 10, procasp7 counter 2, PP1 counter -1, CTSL1 counter 3, PP5 inh 0.1, GASC-1 inh -4, core dimer inh 3 and VLA-4 inh 8.
Screening Cc1n(CC(O)COC2CCCCC2)c2ccccc2[n+]1C (configuration not stated) returned GRK2 inh 2, proCasp3 act 4, procasp7 counter 9, PP1 counter -2, CTSL1 counter -2, PP5 inh -0.4, GASC-1 inh 29, core dimer inh -3 and VLA-4 inh 2.
For Cc1cc(C)cc(NC(=O)CSc2ccc(-c3ccco3)nn2)c1 the results were GRK2 inh 0, proCasp3 act -21, procasp7 counter -24, PP1 counter 1, CTSL1 counter 0, PP5 inh -3.1, GASC-1 inh -1, core dimer inh 12 and VLA-4 inh 0.
For C=CC[C@H](CC(=O)OC(C)(C)C)C(=O)OC[C@@H]1CCCN1C(=O)[C@@H](CC=C)CC(=O)N[C@H](CO)Cc1ccccc1 the results were GRK2 inh 0, proCasp3 act 6, procasp7 counter 3, GASC-1 inh -10 and VLA-4 inh -13.
For COC(=O)[C@]1(CC(C)C)N[C@H](c2ccc(-c3ccc4c(c3)OCO4)cc2)[C@@H]2C(=O)N(C)C(=O)[C@@H]21 the results were GRK2 inh 3, proCasp3 act -6, procasp7 counter 7, PP1 counter -1, CTSL1 counter 1, PP5 inh 1.5, GASC-1 inh 1, core dimer inh 11 and VLA-4 inh 8.
For CCC1CC(CSc2ncn[nH]2)OC1=O (configuration not stated) the results were GRK2 inh 0, proCasp3 act 2, procasp7 counter 5, PP1 counter -2, CTSL1 counter 7, PP5 inh 1.2, GASC-1 inh 11, core dimer inh -11 and VLA-4 inh -8.
Screening CC1CCN(C(=O)c2ccc3c(=O)n4c(nc3c2)CCCCC4)CC1 returned GRK2 inh 2, proCasp3 act 10, procasp7 counter -1, PP1 counter 0, CTSL1 counter 3, PP5 inh 4.3, GASC-1 inh -4, core dimer inh -10 and VLA-4 inh 4.
For Cc1cccc(NC(=O)C2CCCN2S(=O)(=O)c2ccc(Cl)cc2)n1 (configuration not stated) the results were GRK2 inh 4, proCasp3 act -5, procasp7 counter -4, PP1 counter -3, CTSL1 counter -2, PP5 inh -1.3, GASC-1 inh 4, core dimer inh -1 and VLA-4 inh 5.
For CCn1c(CSc2nnc(-c3ccoc3C)n2C)nc2cc(S(=O)(=O)N(C)C)ccc21 the results were GRK2 inh 0, proCasp3 act 1, procasp7 counter -2, PP1 counter -2, CTSL1 counter -3, PP5 inh -0.5, GASC-1 inh -6, core dimer inh 2 and VLA-4 inh 15.
`Cc1cc(C(=O)NNC(=S)NC(=O)/C=C/c2ccccc2Cl)n[nH]1` gave GRK2 inh 0, proCasp3 act -17, procasp7 counter -20, PP1 counter 13, CTSL1 counter -2, PP5 inh -0.3, GASC-1 inh -9, core dimer inh 6 and VLA-4 inh -11.
`Cn1nc(C(C)(C)C)cc1C(=O)NNC(=O)c1cccc(Cl)c1` gave GRK2 inh 5, proCasp3 act -9, procasp7 counter -5, PP1 counter 10, CTSL1 counter 0, PP5 inh 3.5, GASC-1 inh 31, core dimer inh -8 and VLA-4 inh 7.
CC1=CC(C)(C)N2C(=O)C3(C(C#N)=C(N)OC4=C3C(=O)CC(C)(C)C4)c3cc(C)cc1c32 (configuration not stated) was read as GRK2 inh 3, proCasp3 act -1, procasp7 counter 0, PP1 counter -1, CTSL1 counter -1, PP5 inh 2.7, GASC-1 inh 16, core dimer inh 0 and VLA-4 inh 10.
`COc1ccc(S(=O)(=O)CC(O)CN2CCCC2=O)cc1` (configuration not stated) gave GRK2 inh 0, proCasp3 act -4, procasp7 counter 4, PP1 counter -3, CTSL1 counter 2, PP5 inh -1.4, GASC-1 inh 3, core dimer inh -4 and VLA-4 inh -2.
CC(C)C[C@H](NC(=O)c1nc[nH]c1C(=O)N1CCN(c2ccccc2)CC1)C(=O)OCc1ccccc1 was read as GRK2 inh 3, proCasp3 act -5, procasp7 counter 0, PP1 counter 5, CTSL1 counter 3, PP5 inh 6.0, GASC-1 inh -13, core dimer inh 7 and VLA-4 inh 6.

Next part; the last three above are carried over.
CC1=CC(C)(C)N2C(=O)C3(C(C#N)=C(N)OC4=C3C(=O)CC(C)(C)C4)c3cc(C)cc1c32 (configuration not stated) was read as GRK2 inh 3, proCasp3 act -1, procasp7 counter 0, PP1 counter -1, CTSL1 counter -1, PP5 inh 2.7, GASC-1 inh 16, core dimer inh 0 and VLA-4 inh 10.
`COc1ccc(S(=O)(=O)CC(O)CN2CCCC2=O)cc1` (configuration not stated) gave GRK2 inh 0, proCasp3 act -4, procasp7 counter 4, PP1 counter -3, CTSL1 counter 2, PP5 inh -1.4, GASC-1 inh 3, core dimer inh -4 and VLA-4 inh -2.
CC(C)C[C@H](NC(=O)c1nc[nH]c1C(=O)N1CCN(c2ccccc2)CC1)C(=O)OCc1ccccc1 was read as GRK2 inh 3, proCasp3 act -5, procasp7 counter 0, PP1 counter 5, CTSL1 counter 3, PP5 inh 6.0, GASC-1 inh -13, core dimer inh 7 and VLA-4 inh 6.
Screening COc1ccc(C(=O)NC2CCN(CC(=O)Nc3cccc(OC)c3)CC2)cc1 returned GRK2 inh 0, proCasp3 act 2, procasp7 counter 3, PP1 counter -2, CTSL1 counter -5, PP5 inh -0.2, GASC-1 inh 2, core dimer inh 11 and VLA-4 inh 4.
Screening O=C1C2=C(SCCS2)C(=O)N1c1ccccc1 returned GRK2 inh 0, proCasp3 act -3, procasp7 counter -6, PP1 counter 1, CTSL1 counter 0, PP5 inh -0.2, GASC-1 inh -1, core dimer inh 0 and VLA-4 inh -5.
`O=C(O)CN1C(=O)C2C3C=CC(C2C1=O)C1C(=O)N(CC(=O)O)C(=O)C31` (configuration not stated) gave GRK2 inh 6, proCasp3 act 7, procasp7 counter 2, PP1 counter 1, CTSL1 counter -3, PP5 inh -2.3, GASC-1 inh 1, core dimer inh -5 and VLA-4 inh -7.
`CCn1c(-c2ccc(C)cc2)n[nH]c1=S` gave GRK2 inh 0, proCasp3 act -3, procasp7 counter -20, PP1 counter -1, CTSL1 counter -2, PP5 inh 3.1, GASC-1 inh 19, core dimer inh -6 and VLA-4 inh 7.
Cc1ccc2nc(-c3ccc(NC(=O)CN4C(=O)NC(C)(c5ccc(OC(F)F)cc5)C4=O)cc3)sc2c1 (configuration not stated) was read as GRK2 inh 0, proCasp3 act 3, procasp7 counter 8, PP1 counter 1, CTSL1 counter 2, PP5 inh -0.6, GASC-1 inh -2, core dimer inh -4 and VLA-4 inh 24.
Cc1ccc(CN(C(=O)c2sc3ccccc3c2Cl)C2CCS(=O)(=O)C2)cc1 (configuration not stated) was read as GRK2 inh 0, proCasp3 act 10, procasp7 counter -11, PP1 counter 12, CTSL1 counter 1, PP5 inh 2.5, GASC-1 inh -4, core dimer inh 10 and VLA-4 inh -2.
For Cc1nnc(SCC2=C(C(=O)O)N3C(=O)C(NC(=O)Cc4ccccc4)C3SC2)s1 (configuration not stated) the results were GRK2 inh 6, proCasp3 act -15, procasp7 counter -9, PP1 counter 5, PP5 inh 0.4, GASC-1 inh 4 and VLA-4 inh -1.
For C=CCn1c(SCC(=O)NNC(=O)Nc2cccc(Cl)c2)nnc1-c1ccccc1 the results were GRK2 inh 2, proCasp3 act -7, procasp7 counter 3, PP1 counter 0, CTSL1 counter 3, PP5 inh 2.2, GASC-1 inh 3, core dimer inh -2 and VLA-4 inh 1.
`O=C(CSc1ncn[nH]1)c1ccccc1` gave GRK2 inh 0, proCasp3 act -13, procasp7 counter -4, PP1 counter -1, CTSL1 counter 1, PP5 inh -1.3, GASC-1 inh 20, core dimer inh -1 and VLA-4 inh 30.
For CC1(C)Cc2ccccc2-c2nc(-c3ccccc3)oc(=O)c21 the results were GRK2 inh 0, proCasp3 act -5, procasp7 counter 7, PP1 counter 1, CTSL1 counter 2, PP5 inh 1.3, GASC-1 inh inconclusive, core dimer inh -4 and VLA-4 inh 11.
Cc1sc2nc(COC(=O)CNC(=O)c3ccc(C(C)(C)C)cc3)[nH]c(=O)c2c1C was read as GRK2 inh 0, proCasp3 act 1, procasp7 counter -12, PP1 counter 2, CTSL1 counter -1, PP5 inh 2.3, GASC-1 inh -3, core dimer inh 16 and VLA-4 inh 1.
